OPRM1-OPRD1 ag – agonists of OPRM1-OPRD1 heterodimerization, primary screen, cell-based, luminescence; Mu-type opioid receptor (Homo sapiens) + Delta-type opioid receptor (Homo sapiens), …; cells; activation, % at 9.3 µM; actives 0.3% (n = 340,000); AID 504326, 2011; in the data active means activation above about 18%;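 further: 0% = vehicle-treated cells and 100% = reference agonist; values of inactives mirror those of a sister screen read the other way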
Target sequence (P35372 whole entry, looked up): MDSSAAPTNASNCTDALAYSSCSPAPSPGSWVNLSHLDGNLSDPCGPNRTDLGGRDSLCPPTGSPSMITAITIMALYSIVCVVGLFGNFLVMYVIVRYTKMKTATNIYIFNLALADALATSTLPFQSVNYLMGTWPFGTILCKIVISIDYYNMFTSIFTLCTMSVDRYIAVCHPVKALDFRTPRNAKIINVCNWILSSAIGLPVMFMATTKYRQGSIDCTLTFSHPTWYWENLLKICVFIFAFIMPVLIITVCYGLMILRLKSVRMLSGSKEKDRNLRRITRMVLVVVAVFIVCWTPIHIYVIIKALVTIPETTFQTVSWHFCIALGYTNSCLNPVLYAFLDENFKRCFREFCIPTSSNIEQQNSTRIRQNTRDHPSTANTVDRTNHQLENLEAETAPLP
Target sequence (P41143 whole entry, looked up): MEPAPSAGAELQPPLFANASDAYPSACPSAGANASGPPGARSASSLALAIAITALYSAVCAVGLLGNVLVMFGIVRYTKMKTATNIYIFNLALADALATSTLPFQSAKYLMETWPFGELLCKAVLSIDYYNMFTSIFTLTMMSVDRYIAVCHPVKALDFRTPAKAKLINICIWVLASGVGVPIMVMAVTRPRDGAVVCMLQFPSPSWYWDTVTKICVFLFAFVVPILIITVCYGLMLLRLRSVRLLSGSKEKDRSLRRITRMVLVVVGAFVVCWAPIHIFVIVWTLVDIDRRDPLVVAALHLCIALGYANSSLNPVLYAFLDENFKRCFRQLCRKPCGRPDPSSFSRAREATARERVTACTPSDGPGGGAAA
Ecoli viability – E. coli V3065 growth inhibition, primary screen, counter-screen for AddAB inhibitor project, absorbance, OD600; inhibition, % at 11.9 µM; actives 0.27% (n = 330,000); 18 h;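 active means inhibition above the campaign's mean inhibition across all tested compounds plus 3 SD, cut at about 9.9% in these data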;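 further: uninfected addAB+ strain grown without phage in ampicillin broth; 0% = DMSO wells and 100% = ciprofloxacin 0.95 µg/ml wells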
Mot1-301 SUMO – yeast Mot1-301 growth rescue at high temperature, primary screen, SUMOylation pathway inhibitor project, S. cerevisiae, ATP luminescence, 38.5C; actives 1% (n = 320,000); S. cerevisiae Mot1-301 growth rescue; percent above DMSO median, 100 means doubled; growth rescue, % at 18.8 µM; AID 2716, 2010;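 active means every valid replicate shows activation above 250% relative to neutral control wells; inactive means the rest, any valid replicate at or below 250%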;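 further: OY570 slx delta 5 strain wells were the positive control but not used for scaling; some compounds called inactive have numbers as strong as hits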
phage Ecoli inh – growth loss of phage-infected E. coli, primary screen, RecBCD inhibitor project, absorbance, with phage, HTS; inhibition, % at 11.9 µM; actives 0.26% (n = 360,000); in the data active means inhibition above about 11%
AddAB inh – growth inhibition of E. coli expressing H. pylori AddAB, primary screen, AddAB inhibitor project, absorbance | inhibition, % at 11.9 µM | actives 0.29% (n = 330,000) | AID 435030, 2010; in the data active means inhibition above about 12%;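 further: 0% = vehicle wells of infected cells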
PKA-R1A act – activators of PKA-R1A holoenzyme, primary screen, biochemical, fluorescence polarization, Cy5-IP20, bovine R1A, mouse PKAc. cAMP-dependent protein kinase type I-alpha regulatory subunit (Bos taurus) + …. PKA-R1A dissociation; scaled: DMSO 0%, 113 µM cGMP 100%. activation, % at 11.4 µM. actives 0.083% (n = 340,000);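 active means percent activation above the mean of all tested compounds plus 3 SD, cut at about 19% in these data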;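 further: higher means more PKAc released from R1A so a rise in polarization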
OPRM1-OPRD1 inv – inverse agonists of MOR-DOR heterodimerization, primary screen, cell-based, luminescence; Mu-type opioid receptor (Homo sapiens) + Delta-type opioid receptor (Homo sapiens), …; cell-based MOR-DOR heterodimer luminescence, inverse agonism; inhibition, % at 9.3 µM; actives 0.21% (n = 340,000); AID 504357, 2011; in the data active means inhibition above about 22%, passing the limit was not always enough;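 further: 0% = cells with DMSO and 100% = wells without cells with DMSO; values of inactives mirror those of a sister screen read the other way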
PfHsp90 set2 – growth inhibition of PfHsp90-expressing yeast, primary screen, antimalarial PfHsp90 inhibitor project, S. cerevisiae, BacTiter-Glo luminescence, single point, set 2. BacTiter-Glo ATP, 48 h; yeast lacking PDR1 and PDR3 efflux regulators. actives 0.32% (n = 310,000). inhibition, % at 9.4 µM;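 active means every replicate shows inhibition above about 80%, whatever the replicate mean, limit read from the data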;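 further: 0% = DMSO neutral controls and 100% = 20 µM radicicol positive controls; yeast relying on Plasmodium falciparum Hsp90 in place of its own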
PKA-R2B activ – activators of PKA-R2B holoenzyme, primary screen, biochemical, fluorescence polarization, Cy5-IP20, human; cAMP-dependent protein kinase catalytic subunit beta (Homo sapiens) + cAMP-dependent …; PKA-R2B holoenzyme dissociation; R2B truncated from residue 108, S112A mutant; 0% DMSO only, 100% 113 µM cGMP; activation, % at 11.4 µM; actives 0.079% (n = 340,000);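 active means activation above a cutoff set at the mean over all compounds plus 3 SD, cut at about 18% in these data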;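 further: higher means more holoenzyme dissociation and a rise in polarization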
Tat export inh – E. coli Tat export inhibitors, primary screen, MC4100, TorA-mCherry reporter, fluorescence, single point; actives 0.036% (n = 340,000); inhibition, % at 10 µM; AID 488895, 2010;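 active means mean replicate inhibition at least 50% and at least half of replicates individually reaching 50%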;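 further: exported cargo escapes ClpAP degradation while cytoplasmic cargo is degraded and loses fluorescence; 0% = median of neutral control wells and 100% = median of NaSCN control wells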
HTR5A inv ag – HTR5A inverse agonists in luminescence cell assay, primary screen, counter-screen for OPRM1-OPRD1 heterodimer inverse agonist project, full-deck HTS. actives 0.083% (n = 340,000). AID 504634, 2011. HTR5A cell line, inverse agonism. inhibition, % at 9.3 µM; in the data active means inhibition mostly above about 23%, no sharp cut-off; inactive means mostly below about 18%;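 further: 0% = cells with DMSO and 100% = no-cell wells with DMSO; some compounds called inactive have numbers as strong as hits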
* marks the source's active call; other numbers are inactive results; nt = no result given.

SMILES	OPRM1-OPRD1 ag	Ecoli viability	Mot1-301 SUMO	phage Ecoli inh	AddAB inh	PKA-R1A act	OPRM1-OPRD1 inv	PfHsp90 set2	PKA-R2B activ	Tat export inh	HTR5A inv ag
CCn1c(=O)c2cc(C(=O)N3CCOCC3)sc2c2ccccc21	-2.3	0.6	-2	-1.0	-0.2	-3	13	6	7	-7	1
O=C(Cn1cnc2sc3c(c2c1=O)CCCC3)NCC(=O)Nc1c(F)cc(F)cc1Br	-0.1	3.1	14	0.6	4.9	-1	0	-7	1	6	-4
COc1ccccc1C(c1nnnn1C1CCCC1)N1CCN2CCCC2C1 (stereo not drawn)	0.8	-5.3	-10	0.1	0.9	-3	-5	7	8	-2	-5
CC/C(=C\c1ccc(Cl)cc1)c1ccncc1	2.2	nt	nt	4.1	nt	3	-12	nt	1	-18	-7
O=C(CSc1nnc(SCc2ccc(Cl)cc2)s1)c1ccc2c(c1)OCO2	-1.2	2.6	154	3.1	2.0	2	7	13	2	-3	-14
Cc1nn(CC(=O)NC2CCC(C)CC2)c(=O)c(C#N)c1C (stereo not drawn)	-0.5	0.7	-8	5.6	5.2	-8	3	-25	-4	1	2
COc1ccc(C(=O)OCC(=O)Nc2cccc(C(C)=O)c2)c(OC)c1OC	-0.2	-3.0	84	4.1	-0.1	4	2	4	-5	-4	14
Cc1cc(-c2ccc3ccccc3c2)n2ncnc2n1	-2.1	2.2	-7	3.9	2.2	-12	11	-1	-8	3	31
CC(C)(C)NC(=O)NC(=O)CN1CCCc2ccccc21	0.9	0.2	-10	-0.3	2.1	3	-4	-2	-4	-4	18
O=C(CCc1nnc2ccc(NCc3ccco3)nn12)Nc1ccc(F)cc1	-2.4	0.0	-5	0.5	2.9	-2	13	6	1	0	1
Cc1cc(C(=O)NN=C(Cc2ccccc2)Cc2ccccc2)c(C)o1	0.8	-2.0	147	0.9	-0.4	11	-4	7	-7	-2	9
O=C(Nc1ccc(O)c2c(=O)cc(-c3cccc(Cl)c3)oc12)c1ccc(F)cc1	-1.7	1.7	5	4.2	3.3	-3	11	-2	-2	8	24
COc1ccc(C(=O)NCC2(c3ccccc3)CCOCC2)cc1[N+](=O)[O-]	-0.5	2.2	-12	1.0	-0.2	-3	2	17	-8	3	-9
CSc1ccccc1NC(=O)COC(=O)CCCOc1ccc(C)cc1	0.0	nt	nt	4.5	nt	-7	0	nt	-11	6	22
COc1ccccc1C(CNC(=O)CCNC(=O)c1ccccc1Cl)N1CCCC1 (stereo not drawn)	0.7	-0.7	35	5.8	0.7	-4	-5	-19	1	1	1
O=C(NC(=S)NCCC1=CCCCC1)c1cncc(Br)c1	3.8	1.8	12	4.2	3.7	-3	-22	-53	-12	4	2
Cc1ccc(-n2nnnc2SCC(=O)Nc2ccccc2N2CCCCC2)cc1C	-2.8	1.5	14	-0.5	1.5	-2	15	-23	-5	-1	1
CC1=CC2=NC(=O)CC(C)(C(=O)N(CC(=O)NC(C)(C)C)Cc3ccccc3)N2C=C1 (stereo not drawn)	-0.9	3.1	-34	3.8	0.2	6	5	37	-2	1	17
COc1ccccc1NC(=O)C(C(C)C)N1C(=O)c2ccccc2C1=O (stereo not drawn)	-2.4	-0.6	-24	0.5	2.6	4	12	3	-2	6	14
CCOCCn1c(SCCc2ccccc2)nc2c1c(=O)[nH]c(=O)n2C	1.2	0.9	-20	1.8	1.3	2	-7	4	5	-2	-26
CCC(C)N=C1SCC(C)(/C=N/O)S1 (stereo not drawn)	-3.1	-1.7	3	1.2	0.8	0	18	nt	-9	-3	15
Cc1cccc(SCc2noc(C(=O)NCC3CCCO3)c2C(=O)O)c1 (stereo not drawn)	-2.0	-1.2	5	-0.7	0.5	6	9	13	-9	-7	-24
c1cncc(-c2nn3cnnc3s2)c1	-2.0	0.1	-29	3.4	-1.6	-10	12	nt	-4	-4	-25
Cc1ccc(C(=O)N2CC(C)OC(C)C2)cc1[N+](=O)[O-] (stereo not drawn)	-1.8	1.1	-5	1.7	2.2	-11	10	-5	4	-3	2
Cc1ccc(C(=O)Nc2ccc(C(=O)O)cc2)cc1S(=O)(=O)Nc1cccc([N+](=O)[O-])c1	-1.6	-1.8	9	1.6	0.7	9	11	-5	-2	13	15
C=CCC1Cc2c(cccc2[N+](=O)[O-])C(CC=C)N1 (stereo not drawn)	-0.2	-0.8	106	2.0	-0.5	-5	1	-1	-15	0	24
O=C(CSc1nnc(CNC(=O)c2ccc(F)cc2)o1)NCc1ccccc1Cl	-2.2	-0.2	21	1.2	2.3	-1	15	4	-1	-2	-2
COC(C(=O)N/N=C(\C)CC(=O)Nc1ccc(N(C)C)cc1)c1ccccc1 (stereo not drawn)	-1.4	-1.7	10	4.8	3.1	-8	8	9	4	-10	2
O=C(CSc1nnc(-c2ccccc2Cl)o1)N1CCCC1	-2.4	-1.4	-5	2.2	3.9	-7	13	-3	3	-20	-20
O=C1OC(c2ccccc2)/C(=C(/O)c2ccccc2)C1=O (stereo not drawn)	-2.5	4.5	129	1.6	1.0	-10	15	12	4	-4	1
O=C(CSc1nc2ccc([N+](=O)[O-])cc2[nH]1)NC1CCCC1	-0.6	0.3	3	-0.2	2.4	-3	3	5	-9	-1	13
O=C(N/N=C/C1CC=CCC1)c1cc(Br)ccc1O (stereo not drawn)	-1.7	0.6	-10	4.1	4.3	-7	9	-18	-9	-8	6
COc1ccc(C(=O)COC(=O)/C=C/c2ccccc2)cc1	-2.2	-1.5	47	1.4	-1.1	6	11	-2	8	-7	-11
CCc1ccccc1NC(=S)N=Nc1c(O)n(C)c2ccc(S(=O)(=O)N3CCOCC3)cc12	-0.9	-1.5	17	-1.0	-0.3	-1	4	23	-5	-2	12
COc1ccc(CCNS(=O)(=O)c2c(C)nc3scc(C)n3c2=O)cc1OC	0.4	0.4	94	2.1	1.0	3	-2	-12	5	0	-14
CCC(=O)N1CCN=C1SCc1ccc(Cl)cc1	-0.9	0.2	-3	0.2	0.1	-18	5	-29	-6	3	-7
CC(NC(=O)c1cc(-c2ccc3c(c2)OCO3)nc2ccccc12)C(C)(C)C (stereo not drawn)	10	1.4	-6	-0.2	0.9	2	-55	12	-9	4	-13
CN(C(=O)c1cc2c(s1)-c1ccccc1S(=O)(=O)C2)c1ccccc1F	-0.9	0.8	-5	0.3	0.8	-8	5	9	-8	13	1
Cc1ccc2c(c1)N(CCC(=O)NCc1cccnc1)C(=O)CO2	-3.1	0.3	12	1.9	-0.3	5	14	14	10	6	0
O=C(Nc1cccnc1Cl)C1=NN(c2ccccc2)C(=O)CC1	-0.9	0.4	14	2.0	2.2	-3	5	-15	-1	5	0
O=C(Nc1ccccc1)c1ccccc1NC(=O)[C@H]1CCCC[C@H]1C(=O)O	-4.2	-1.5	-17	0.7	-0.9	-3	20	5	0	-11	4
Cc1c(Cl)cccc1NC(=O)CSc1nnc(C)n1CC1CCCO1 (stereo not drawn)	-1.7	2.3	-21	0.2	4.1	-6	9	-76	-4	2	-15
CC(OC(=O)Cc1c[nH]c2ccccc12)C(=O)NC1(C#N)CCCCC1 (stereo not drawn)	-1.6	0.9	1	2.8	0.4	-4	8	6	4	-5	2
O=C(NC1CCS(=O)(=O)C1)C12CC3CC(CC(C3)C1)C2 (stereo not drawn)	-1.8	0.6	582	1.2	1.5	-6	10	2	-3	0	-8
O=C(CSc1nc(-c2ccc(F)cc2)cs1)Nc1ccccn1	9.8	-1.3	1	5.5	1.1	2	-64	-8	5	-4	-9
CN(C)S(=O)(=O)N1CCCC(C(=O)c2ccc(C(F)(F)F)cc2)C1 (stereo not drawn)	-0.4	1.5	-9	3.7	0.9	-6	2	-6	-14	-2	-1
O=C(CC1(O)C(=O)Nc2ccc(Br)cc21)c1ccc2c(c1)OCO2 (stereo not drawn)	-3.3	-0.2	288	2.0	1.3	4	17	28	-7	-2	11
OC(c1ccccc1)(C1CCCCC1)C(CN1CCOCC1)c1ccccc1 (stereo not drawn)	4.1	-1.2	460*	0.3	-1.6	-13	-18	2	2	18	17
Cc1cccc(/C=N\Nc2cn[nH]c(=O)c2Cl)c1	-1.8	-0.8	-7	2.0	2.1	-19	10	nt	-6	5	27
Cc1ccc(N(CC(=O)N2CCCC2)S(C)(=O)=O)cc1C	-3.1	-0.6	3	-0.6	0.7	14	15	-16	3	-20	-4
COc1ccc(Cc2nc3ccc(C(=O)NCC4COCCO4)cc3o2)cc1OC (stereo not drawn)	-4.2	0.2	nt	1.4	4.2	0	21	10	-4	-6	18
COC(=O)c1ccc(NC(=O)CSc2nc(=O)n3cccc(C)c3n2)cc1	-0.6	-0.3	-16	5.4	0.3	-17	4	nt	-3	6	13
Cc1cccc(NC(=O)N2CCN(Cc3ccccc3)CC2)c1	-0.2	-0.2	3	1.6	1.1	7	1	nt	0	-13	-2
Cc1cc(C)nc(NS(=O)(=O)c2ccc(NC(=O)C3COc4ccccc4O3)cc2)n1 (stereo not drawn)	nt	-1.7	-2	3.9	0.3	nt	nt	7	nt	-8	nt
O=CN1CCN(C(=O)c2ccc(-c3nc4ccccc4s3)s2)CC1	1.0	-0.2	0	3.7	3.1	-5	-5	-4	3	6	8
COCc1nnc(NC(=O)c2ccc(S(=O)(=O)N3CCCC3)cc2)o1	-1.7	2.4	-8	-3.5	3.0	13	10	nt	5	8	10
COc1ccc(-c2csc3nc(-c4ccccc4F)oc(=O)c23)cc1	-1.7	-2.6	-41	4.1	0.2	-12	8	4	5	5	-22
COc1ccccc1NC(=O)NC1(C(=O)N2CCOCC2)CCCCC1	-1.1	-1.3	-9	1.0	2.6	-3	8	5	3	-7	16
COc1ccc(NC(=O)c2ccccc2NS(=O)(=O)c2ccc(CNC(C)=O)cc2)c(OC)c1	-1.9	-1.4	1	-1.5	3.1	-6	10	2	4	-3	-3
O=C(Nc1ccc(CN2CCOCC2)cc1)c1cc(Cl)ccc1Cl	0.4	nt	8	3.8	nt	5	-2	-10	-1	-6	13

Assay outcomes as filed in PubChem.
